SRC3 inh = human NCOA3 inhibition; inhibition, % at 3.6 µM; HEK293 GAL4-SRC3 luciferase reporter, luminescence; hit rate 0.17% among 360,000; Q9Y6Q9;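 active means inhibition above a per-campaign cutoff, the mean of all compounds plus 3 SD, cut at about 60% in these data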;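 further: 0% = DMSO-treated cells and 100% = gossypol-treated cells at 36 µM; higher means less SRC3-driven luciferase light from the GAL4 reporter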
LMP1 NFkB inh = Epstein-Barr LMP1 NF-kappaB reporter inhibition. LMP1-induced NF-kappaB luciferase reporter cells, luminescence. inhibition, % at 12.5 µM. hit rate 0.69% among 350,000. AID 504558; in the data active means inhibition above about 41%;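 further: 0% = neutral control wells and 100% = reference inhibitor control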
LRH-1 inv ag = inverse agonists of human LRH-1 (NR5A2); O00482; HEK293T StAR-luciferase reporter, LRH-1 transfected, 24 h; inhibition, % at 3.6 µM; hit rate 0.13% among 360,000; AID 602396;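 active means inhibition above the mean inhibition of all tested compounds plus 3 SD, cut at about 73% in these data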;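 further: 0% = DMSO wells and 100% = reporter-only cells lacking LRH-1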
Target sequence (O00482 whole entry, looked up): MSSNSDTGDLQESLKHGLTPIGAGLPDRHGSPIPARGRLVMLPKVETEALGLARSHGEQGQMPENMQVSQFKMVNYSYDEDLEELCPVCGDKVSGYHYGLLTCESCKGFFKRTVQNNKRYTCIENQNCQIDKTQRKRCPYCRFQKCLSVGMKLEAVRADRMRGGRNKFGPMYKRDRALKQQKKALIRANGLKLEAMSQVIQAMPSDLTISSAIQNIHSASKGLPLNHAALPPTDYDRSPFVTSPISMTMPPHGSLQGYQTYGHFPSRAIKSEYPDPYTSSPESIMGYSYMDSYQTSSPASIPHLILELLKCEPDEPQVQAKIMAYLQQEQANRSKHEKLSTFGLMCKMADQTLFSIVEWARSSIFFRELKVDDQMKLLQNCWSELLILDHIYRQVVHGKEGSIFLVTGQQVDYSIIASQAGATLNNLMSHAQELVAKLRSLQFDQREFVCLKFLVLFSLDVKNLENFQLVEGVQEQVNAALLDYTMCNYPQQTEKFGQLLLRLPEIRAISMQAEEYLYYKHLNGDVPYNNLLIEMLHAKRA
TROY NFkB inh = blocks TROY-dependent signaling in reporter cells. Q293 LMP1-TROYcd NF-kB luciferase reporter, 4 h. inhibition, % at 10 µM. hit rate 0.98% among 360,000;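 active means compounds whose plate-normalised and pattern-corrected inhibition of the luciferase reporter signal at the single screening dose is 50% or more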
COUP-TFII inh = inhibitors of human COUP-TFII (NR2F2); P24468; HEK293T NGFI-A luciferase reporter, luminescence; inhibition, % at 8.6 µM; hit rate 0.7% among 370,000; AID 686940;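 active means inhibition above a per-plate cutoff, mean inhibition of test wells between control levels plus 3 SD, cut at about 38% in these data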;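 further: cells cotransfected with COUP-TFII expression vector driving the NGFI-A reporter; 0% = median of COUP-TF2 test wells and 100% = reporter-only cells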
Target sequence (P24468 whole entry, looked up): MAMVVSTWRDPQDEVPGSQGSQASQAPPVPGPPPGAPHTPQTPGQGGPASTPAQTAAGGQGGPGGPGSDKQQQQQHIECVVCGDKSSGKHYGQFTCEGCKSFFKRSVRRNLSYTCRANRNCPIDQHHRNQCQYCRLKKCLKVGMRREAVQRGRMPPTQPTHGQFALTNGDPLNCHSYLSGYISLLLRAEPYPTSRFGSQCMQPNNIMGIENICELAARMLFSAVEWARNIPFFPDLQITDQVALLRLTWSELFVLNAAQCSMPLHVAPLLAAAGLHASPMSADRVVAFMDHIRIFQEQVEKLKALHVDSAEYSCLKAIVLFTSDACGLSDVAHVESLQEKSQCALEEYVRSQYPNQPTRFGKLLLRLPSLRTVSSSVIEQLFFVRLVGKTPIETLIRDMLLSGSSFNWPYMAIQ
TWEAK Fn14 block = inhibitors of TWEAK-Fn14 interaction signaling | inhibition, % at 10 µM | hit rate 2% among 360,000 | TWEAK-stimulated Fn14 reporter cells, luciferase luminescence, 8 h; in the data active means inhibition above about 50%
KKLEB tox = counter-screen for CF NF-kB inhibitors: cytotoxicity; KKLEB CF airway cells viability, ATPlite luminescence, overnight; stronger effect = lower value; cells stimulated with P. aeruginosa culture filtrate; activity change (cytotoxicity), % at 5 µM; hit rate 0.36% among 360,000; AID 602141;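 active means corrected activity change at or below -50% at 5 µM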
SRC1 inh = human NCOA1 inhibition; HEK293 GAL4-SRC1 luciferase reporter, luminescence; AID 588354; inhibition, % at 3.6 µM; hit rate 0.12% among 360,000; Q15788;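 active means inhibition above the campaign mean plus 3 SD, with each screening campaign given its own cutoff, cut at about 60% in these data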;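 further: 0% = DMSO treated cells and 100% = gossypol at 36 µM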
NCOA2 inhibitor = human SRC2 (NCOA2) inhibition. HEK293 GAL4-SRC2 luciferase reporter, luminescence. inhibition, % at 9 µM. hit rate 0.17% among 370,000;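 active means inhibition above the mean inhibition of all tested compounds plus 3 SD, set per campaign, cut at about 52% in these data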;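 further: 0% = DMSO treated cells and 100% = cells given Gossypol at 36 µM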
CF NFkB inh = cystic fibrosis NF-kB activation inhibition | inhibition, % at 5 µM | KKLEB NF-kB-GFP reporter, PAF-induced, GFP fluorescence overnight | hit rate 0.86% among 360,000 | AID 588850;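 active means at least 50% inhibition at 5 µM, scaled per plate between neutral and stimulator controls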;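 further: PAF is a Pseudomonas aeruginosa culture filtrate used as stimulus; plate controls were PAF-stimulated DMSO wells for no effect and unstimulated DMSO wells for full effect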
TRAIL sens C8 = caspase-8 TRAIL sensitization. NB7+C8 cells + TRAIL, ATPlite viability luminescence. inhibition (viability loss, TRAIL sensitization), % at 10 µM. hit rate 1% among 360,000. AID 624354;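 active means compounds causing at least 50% loss of cell viability in the single-dose screen, relative to plate controls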
Numbers without * were called inactive; nt = not tested or not shown.

The line under a structure holds: LMP1 NFkB inh, NCOA2 inhibitor, TRAIL sens C8, TWEAK Fn14 block, KKLEB tox, SRC3 inh, CF NFkB inh, COUP-TFII inh, LRH-1 inv ag, TROY NFkB inh, SRC1 inh
O=C1NC(=O)C(CSc2ccccc2)(c2ccccc2)N1 (configuration not stated)
  2.0, -28.6, -8.5, -5.4, -23.1, -54.4, 24.7, -10.0, -11.7, 3.4, -2.0
CCOc1ccc(OCCC(=O)N(CC(=O)Nc2ccccc2C(F)(F)F)Cc2ccco2)cc1
  -2.2, 7.1, -11.6, -1.9, 0.6, 12.7, 9.6, 24.3, 8.5, -10.1, -7.0
O=S(=O)(Nc1ccc(-c2cn3c(n2)SCC3)cc1)c1cc(F)ccc1F
  -0.2, -34.1, -15.7, -25.0, -11.6, -27.0, 1.9, 6.0, -14.8, -15.7, -9.4
CCC(C(=O)NC1CCCC1)N(C(=O)Cn1nnc(-c2ccc(C)o2)n1)c1ccc(F)cc1 (configuration not stated)
  -11.8, -2.2, 3.2, 2.2, 7.9, 17.6, 4.0, 12.0, -6.5, -6.9, 9.6
Cc1ccc(CN(C)CC(=O)Nc2cccc([N+](=O)[O-])c2)o1
  5.7, -10.6, -3.9, -2.7, 8.4, -11.1, -5.7, 16.9, 6.8, 22.9, 6.0
CNS(=O)(=O)c1cc(O)c2c(S(=O)(=O)NC)cccc2c1
  2.1, -4.5, 0.7, -0.7, 8.7, -25.4, -9.8, -11.2, 1.6, 5.6, 1.6
Cc1ccc(S(=O)(=O)/C(C#N)=C/c2c(N3CCN(C)CC3)nc3c(C)cccn3c2=O)cc1
  -7.7, 12.2, -2.0, -4.0, 0.2, 17.3, -7.8, 2.7, 29.9, 3.2, -0.3
CCN(CC)C(=O)Cn1cc(S(=O)(=O)CC(=O)N2CCOCC2)c2ccccc21
  3.9, -5.5, -21.7, -1.8, 14.9, 12.0, -7.4, 4.5, 1.3, -5.0, -7.7
CCOC(=O)C1CCN(Cc2oc(CO)cc(=O)c2O)CC1
  3.0, -15.7, 4.7, -22.1, 2.0, 11.4, 11.3, 0.6, -4.0, 6.2, -30.6
CCCCN(C(=O)CC(c1ccccc1)c1ccccc1)c1c(N)n(CCC)c(=O)[nH]c1=O
  2.1, -17.3, -12.0, 32.8, -5.6, 24.8, 7.9, 10.3, -13.1, -21.5, -6.4
COC(=O)Cn1c(=NC(=O)c2nc3ccccc3s2)sc2cc(S(N)(=O)=O)ccc21
  -9.8, -20.7, -7.6, 15.6, -14.9, 4.5, -1.4, -16.9, 7.8, 7.8, 3.7
O=C(O)CCN1C(=O)c2ccc(NC(=O)CSc3ccccc3)cc2C1=O
  0.6, 2.9, -2.0, -7.0, 2.5, 9.8, 7.0, -4.5, -3.6, 5.1, 15.1
CC(c1ccccc1)N1CC(C(=O)N2CCN(c3ccc(F)cc3)CC2)CC1=O (configuration not stated)
  -7.3, -3.6, -19.8, -12.2, -14.7, 16.9, 11.1, -8.8, 5.8, 4.4, 4.7
O=C(NCc1cccnc1)/C(=C/c1ccccc1)NC(=O)c1ccccc1
  11.8, 13.2, -7.3, 4.3, -12.3, 0.7, -1.0, 10.5, -0.9, 19.6, -17.5
CCc1ccc(CN(C)C(=O)C2CCC(=O)N(Cc3cccc(OC)c3)C2)nc1 (configuration not stated)
  -5.2, -33.6, 3.2, -2.7, 23.2, 19.1, 2.6, -1.5, 2.5, -3.0, 5.8

Next entries:
The line under a structure holds: LMP1 NFkB inh, NCOA2 inhibitor, TRAIL sens C8, TWEAK Fn14 block, KKLEB tox, SRC3 inh, CF NFkB inh, COUP-TFII inh, LRH-1 inv ag, TROY NFkB inh, SRC1 inh
COc1ccc(CN2CCNC(=O)C2CC(=O)NC2CCC2)c(OC)c1 (configuration not stated)
  3.3, -24.3, -10.1, 7.4, 32.6, 6.9, -9.8, -0.7, 37.2, 2.8, 3.1
c1ccc(-c2nnc(-c3c[nH]c4ccccc34)nc2-c2ccccc2)cc1
  0.6, -33.5, 33.9, 13.3, 29.7, 22.0, -4.5, -16.2, -6.8, -22.0, -9.8
COc1ccc(-n2c(SCC(=O)NCC3CCCO3)nc3c([nH]c4ccccc43)c2=O)cc1OC (configuration not stated)
  -0.6, -13.0, 4.7, 0.8, 0.4, 5.1, 5.7, 5.3, 17.8, -19.8, -24.2
CCCCN(CC)S(=O)(=O)c1ccc(C(=O)N=c2sc3cc(NC(C)=O)ccc3n2C)cc1
  -111.4, -5.0, 61.3*, -15.2, -2.5, 13.5, 7.7, 26.2, -9.1, 9.0, 2.9
Cc1ccc(C)c(NC(=O)CCN2C(=O)[C@@H]3Cc4ccccc4CN3C2=O)c1
  7.6, 9.5, -15.5, -8.1, -9.7, -5.2, 2.1, 6.6, -14.6, -18.7, 6.0
CCN(CC)CCC(c1ccc2c(c1)OCO2)c1c(O)cc(OC)cc1OC (configuration not stated)
  3.6, -21.5, -1.3, -4.5, 0.2, -8.4, 7.3, -11.0, -5.7, -9.1, -10.2
COc1ccccc1C1=NN(C(=S)Nc2ccccc2)C(c2ccco2)C1 (configuration not stated)
  -34.0, -41.6, 6.5, 2.7, -2.3, -60.4, 2.1, -14.8, -41.0, 28.2, -40.4
CCn1c(-c2ccsc2)nc2c1c(=O)[nH]c(=O)n2Cc1ccccc1
  1.1, -18.7, -14.4, 12.0, -11.2, -7.2, -7.8, -18.7, 17.1, 4.3, 14.0
Nc1ccc(C(=O)N2CCN(S(=O)(=O)c3ccc(Cl)s3)CC2)cc1[N+](=O)[O-]
  0.6, -7.7, -5.7, -3.4, 4.8, 7.9, 10.9, 29.3, 14.1, 13.1, -5.6
O=C(Nc1cccc2ccccc12)C12CC3CC(C1)CC(n1cnc([N+](=O)[O-])n1)(C3)C2
  2.7, -2.4, 7.1, -7.3, 0.9, 23.9, -3.2, 23.3, 9.0, 1.2, 5.1
CCn1cc(C(=O)NCCc2ccccc2C)c(=O)c2ccc(C)nc21
  0.0, -1.4, -7.8, -7.5, 1.0, -25.8, -7.8, -11.3, 12.5, 5.5, 1.1
Cc1cc(N2CCCC2)ccc1/C=N/n1cnnc1
  2.9, -29.4, 13.4, 1.3, 5.7, 3.1, -15.7, -3.9, -13.7, 0.1, -0.8
CS(=O)(=O)N1c2ccccc2[C@]2(Br)C[C@H]3C(=O)N[C@@H](Cc4ccccc4)C(=O)N3[C@H]12
  -1.2, 3.3, -13.8, 7.9, 11.9, -1.7, -10.5, 2.9, 7.0, 1.1, -10.2
Cc1ccc2cc(/C=N/NC(=O)CN3CCCCC3)c(Cl)nc2c1
  -4.4, -63.1, -0.7, -14.9, 2.3, 3.4, -33.7, -23.6, -4.2, -16.5, -9.4
COc1cccc(C(C)(O)c2nc(-c3cccc(C(=O)O)c3)cs2)c1 (configuration not stated)
  nt, -5.0, 5.7, -30.2, 6.9, -11.6, -4.1, 4.4, -9.1, -33.4, -11.7

Limited to TROY NFkB inh, for some of the entries so far:
| SMILES | TROY NFkB inh |
| --- | --- |
| O=C(Nc1cccc2ccccc12)C12CC3CC(C1)CC(n1cnc([N+](=O)[O-])n1)(C3)C2 | 1.2 |
| CCn1cc(C(=O)NCCc2ccccc2C)c(=O)c2ccc(C)nc21 | 5.5 |

The listing continues.
The line under a structure holds: LMP1 NFkB inh, NCOA2 inhibitor, TRAIL sens C8, TWEAK Fn14 block, KKLEB tox, SRC3 inh, CF NFkB inh, COUP-TFII inh, LRH-1 inv ag, TROY NFkB inh, SRC1 inh
COc1cccc(-c2nn(C)c3sc(C(=O)N4CCN(c5ccccn5)CC4)cc23)c1
  22.0, nt, 22.6, 68.7*, -4.8, 25.8, 6.0, nt, -1.4, 61.8*, -1.7
Cc1ccc(S(=O)(=O)N2CCC(C(=O)N3CCC[C@H]3C(=O)NCc3ccccc3)CC2)cc1
  -3.8, 3.0, -7.0, 20.4, 5.3, -0.7, -2.9, -0.7, -5.5, 2.2, -17.5
COc1ccc(CN(C)c2ncnc(N)n2)cc1
  7.9, 4.0, -17.2, -2.1, -6.4, -25.2, 8.3, 7.9, -18.1, 36.8, -3.2
Cc1cccc(C)c1CC(=O)N1CCOCC1
  1.2, -4.7, -13.6, 12.2, -10.1, 6.0, -4.8, 7.4, -1.6, 3.5, 2.2
CCCCn1nnc(NC(=O)c2ccc([N+](=O)[O-])cc2Cl)n1
  -1.3, 10.5, 1.5, -1.7, -21.1, -24.3, 32.2, -8.2, -30.5, -16.0, -6.7
Cn1cc(CN2CCC[C@H]2CO)c(-c2cccc(Cl)c2)n1
  -7.0, -35.9, -2.9, -0.8, -5.3, 14.2, -2.9, -9.8, -0.6, 4.8, -14.7
O=C(CCc1ccccc1)NCCc1nc2ccccc2[nH]1
  -1.7, -4.2, -6.8, 9.4, 8.5, -27.9, -2.0, -15.9, -1.8, 1.1, -12.8
CN1CCN(C(=O)c2cc([N+](=O)[O-])ccc2Cl)CC1
  -4.9, -7.0, -3.5, -2.5, 1.5, -2.9, 5.6, -7.0, 1.6, 3.5, -9.0
Cc1ccn2c(=O)c(C(=O)NCCCN3CCCCC3C)c(O)nc2c1 (configuration not stated)
  -0.7, nt, -18.1, 6.2, -15.5, -9.8, 7.2, nt, 14.3, -14.4, -3.7
Cc1ccc2nc(SCC(=O)Nc3ccc4sc(C)nc4c3)c(C#N)cc2c1
  -5.7, -1.5, 16.4, -44.2, -29.1, -25.6, 12.4, -8.0, -4.1, -8.2, -17.9
O=C(CSCc1ccccc1)Nc1cccc(C(=O)Nc2ccccc2C(=O)O)c1
  -3.0, -4.6, -2.7, 15.9, -5.8, 11.5, 11.6, -17.1, -1.9, -1.8, 7.3
CCC(=O)Nc1ccc2c(c1)nc1n2CCSC1
  14.9, -45.6, -7.9, -19.1, -4.8, -17.9, -20.4, -8.5, -13.0, -4.7, -7.7
COc1cccc(-c2nc(CS(=O)CC(=O)NC3CCCC3)c(C)o2)c1 (configuration not stated)
  3.2, 8.4, 3.1, 14.7, 8.3, -44.2, -1.4, 19.2, 3.9, 12.5, 11.9
COc1ccc(NC(=O)CCS(=O)(=O)c2ccc3c(c2)CCCN3C(C)=O)cc1Cl
  -11.1, -1.2, -13.7, 5.9, -2.3, -6.6, 4.8, 0.6, 1.7, -9.5, 3.4
O=c1c2ccccc2nc(/C=C/c2cccc([N+](=O)[O-])c2)n1CCO
  0.2, 9.4, 5.3, 4.4, -3.8, 15.5, -13.8, -14.9, 1.8, 3.2, -2.0

High-throughput results (PubChem BioAssay)
